Source: PubChem BioAssay (National Center for Advancing Translational Sciences (NCATS))
Lipid storage S3 = qHTS Assay for Lipid Storage Modulators in Drosophila S3 Cells. Drosophila S3 cells, BODIPY lipid droplet fluorescence, 18-24 h; cells fed with added oleic acid. lipid storage change, negative = inhibition, % at the top dose, mostly 46.1 µM; hits show Potency in µM. hit rate 0.64% among 320,000; active = well fitted inhibition curve with a large enough effect in the signal ratio, with a control signal flat, not every such curve was filed as active; inconclusive = small, poorly fitted or top-dose-only effect, or effect the other way, or a change in a side signal; the % refers to the signal ratio
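Laser-scanning cytometry quantifies lipid droplet accumulation (500–530 nm total intensity; droplet/cell object ratio) in oleic acid-fed (400 uM added) Drosophila S3 cells treated with a concentration series. 20 uM Triacsin C defined 100% inhibition.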
Lipid storage S3 cell count max = second read-out of Lipid storage S3, no call of its own (marks repeat the call); cell number change, %; measured here: cell count max response;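 cells counted by Cell Tracker Red CMTPX staining in the red channel; peak over a dose series mostly up to 46.1 µM; percent activity relative to internal control wells on each plate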
* hit, by the source's call; i = inactive; ? = inconclusive; . = not tested or not shown; [ ] = another dose, or the depositor's remark. % is scaled to controls: 0 for no effect and ±100 for the full control effect; potency is read from the fitted curve at half-maximal effect. A portion of the library; the hit share may differ from the screen's.

Values run as follows: Lipid storage S3 | Lipid storage S3 cell count max
CCOc1ccccc1-c1nnc(SCC(=O)NC2(C#N)CCCC2)o1
→ ? | .
COc1ccccc1C(=O)N/C(N)=N/c1nc2ccccc2o1
→ ? | .
O=C(CO/N=C/c1ccc(OC(F)F)cc1)NCc1ccc(F)cc1
→ i | .
CN1CCN(C(=O)c2cc(-c3ccco3)on2)CC1
→ i | 13
CCOc1ccccc1C(=O)NCC(=O)NCCCc1ccccc1
→ ? | .
COc1ccc(NC(=S)N2CCC(c3ccccc3)C2)cc1 (centres undefined)
→ ? | .
CCCC(=O)c1cc2ccccc2oc1=O
→ ? | .
CC1CCC(C(=O)NC(C(=O)Nc2ccccn2)C(C)C)CC1 (centres undefined)
→ ? | .
C[C@@H](C(=O)Nc1ccc2ccccc2c1)[C@H]1C[C@]1(C)[C@H](NC(=O)c1cnccn1)c1ccccc1
→ ? | .
O=C(COC(=O)c1cccc(O)c1)Nc1ccc(OC(F)F)cc1
→ 0% | 3
COc1ccc(C(=O)CN2C(=O)NC3(CCc4ccccc43)C2=O)c(OC)c1 (centres undefined)
→ ? | .
Cc1ccc(/C=N/NC(=O)CNC(=O)c2cccc([N+](=O)[O-])c2C)o1
→ 5% | 19
Cn1cccc1C1C(C#N)=C(N)OC2=C1C(=O)CC(C)(C)C2 (centres undefined)
→ 4% | -20
CO/N=C(/CS(=O)(=O)c1ccc(Br)cc1)c1ccc(OC)cc1
→ ? | .
CCc1cccc2c1NC(=O)C21N2CCCC2C(C(=O)c2ccc3ccccc3c2)C12C(=O)Nc1ccccc12 (centres undefined)
→ -16% | 1
Cc1c(NC(=O)c2cc(-c3cccs3)on2)c(=O)n(-c2ccccc2)n1C
→ i | 8
CCC1=C(OC(=O)N(CC)CC)N2C(=O)OC(=NCc3ccccc3)[C@]2(C)[C@H]2C1=CC[C@H]1C(=O)NC(=O)[C@H]12
→ 10% | 7
O=C(O)C(CC1CCCCC1)N1CCS(=O)(=O)CC1 (centres undefined)
→ ? | .
CCN(CC)CCn1c(=N)n(CCOc2ccccc2)c2ccccc21
→ i | -6
N#Cc1c(NCCCO)nc(NCc2ccccc2)c2c1CCN(Cc1ccccc1)C2
→ ? | .

(listing goes on)
Values run as follows: Lipid storage S3 | Lipid storage S3 cell count max
O=C(NCc1ccccc1)C(c1cccnc1)N(C(=O)c1ccccn1)c1ccc(F)cc1 (centres undefined)
→ ? | .
CCN(Cc1ccccc1)C(=O)CSc1ccccc1C(=O)O
→ ? | .
COCC(=O)N(CCc1ccc(OC)c(OC)c1)Cc1cc2cc(C)ccc2nc1Cl
→ 3% | .
NS(=O)(=O)c1ccc(CCNC(=O)CNC(=O)c2ccccc2Br)cc1
→ ? | .
Cc1noc(C)c1COC(=O)C(c1ccccc1)c1ccccc1
→ 16% | .
COc1ccc(-c2nnc(SCc3ncc(-c4ccccc4)o3)o2)cc1
→ ? | .
O=C(CSc1ccc(-c2cccc([N+](=O)[O-])c2)nn1)N1CCCCCC1
→ 3% | -17
Cn1c(C(=O)N2CCCC(C(=O)NCc3ccc4c(c3)OCO4)C2)cc2sccc21 (centres undefined)
→ ? | .
CCC(C)N1C(=S)SC(C)(C)C1N(O)C(=O)NC1CCCCC1 (centres undefined)
→ 6% | 2
CCc1c(C)sc(NC(=O)c2cc(-c3ccc(OC)c(OC)c3)on2)c1C#N
→ 22% | 0
CC1CCN(CC(=O)Nc2nn(-c3ccccc3)nc2C(N)=O)CC1
→ -12% | 13
CC1=NN(c2nc(-c3ccc(C)cc3)cs2)C(=O)C1N=Nc1cccc(O)c1 (centres undefined)
→ ? | .
CN1CCN(c2ccccc2NC(=O)c2ccc(-c3ccccc3)cc2)CC1
→ ? | .
CN(C)CCN(Cc1ccccc1)C(=O)[C@H](Cc1ccccc1)N1C(=O)c2ccccc2C1=O
→ i | -5
FC(F)(F)c1cc(-c2ccco2)nc(-n2nnc3ccccc32)n1
→ i | .
CCOc1ccc(Cl)cc1S(=O)(=O)N1CCC(C(=O)NCc2cccnc2)CC1
→ ? | .
CCCOc1ccccc1NS(=O)(=O)c1ccc2[nH]c(=O)[nH]c2c1
→ ? | .
Cc1nc2ccc(Br)cc2c(-c2ccccc2)c1C(=O)O
→ ? | .
Cc1ccc(S(=O)(=O)NCCC(=O)Nc2cccc(S(N)(=O)=O)c2)cc1C
→ ? | .
COc1cccc(/C=C/C(=O)NNC(=O)c2cc(C)oc2C)c1
→ 24%[0.0737 µM] | 4

Some values from the entries so far:
Result of `CCC(C)N1C(=S)SC(C)(C)C1N(O)C(=O)NC1CCCCC1` (centres undefined) under Lipid storage S3 cell count max: 2
Result of `COc1cccc(/C=C/C(=O)NNC(=O)c2cc(C)oc2C)c1` under Lipid storage S3: 24%[0.0737 µM]

The list goes on.
Values run as follows: Lipid storage S3 | Lipid storage S3 cell count max
CC1CCCCN1Cc1ccc(-c2nn[nH]n2)cc1 (centres undefined)
→ ? | .
Cc1ccc(S(=O)(=O)CCC(=O)OCC(=O)c2ccc(C)c(C)c2)cc1
→ -12% | -14
Cc1ccc(NC(=O)Cn2c(=O)oc3ccccc32)cc1
→ 7% | 13
O=C(CCc1ccccc1)NNC(=O)c1ccccn1
→ 0% | 12
COc1ccc(C2c3c(oc4ccccc4c3=O)C(=O)N2c2ccccn2)cc1OC (centres undefined)
→ 10% | 6
O=C(NC1CCCCC1)C(c1cccnc1)N(C(=O)c1ccc(Cl)nc1)C1CCCCC1 (centres undefined)
→ 1% | -4
Cc1csc(SCC(=O)Nc2nncs2)n1
→ i | 21
Nc1ccc2nc(-c3cccc(-c4nc5ccc(N)cc5[nH]4)c3)[nH]c2c1
→ ? | .
CC(C)n1ncc2c(C(=O)N3CCN(c4ccc(F)cc4)CC3)cc(-c3ccccc3)nc21
→ ? | .
NCCCC[C@@H](C(=O)N1CCNCC1)n1cc([C@@H](N)CC(N)=O)nn1
→ i | 10
O=C(Nc1ccc(-c2cn3ccccc3n2)cc1)c1ccc(Cl)cc1
→ ? | .
CC(=O)NC1C(O)OC(CO)C(O)C1O (centres undefined)
→ -27% | .
CNC(=S)N1N=C(c2ccccc2)CC1c1ccc(Br)cc1 (centres undefined)
→ ? | .
CSc1ccc(Cl)c(C(=O)N(C)CC(=O)Nc2ccc(N3CCOCC3)cc2)c1
→ ? | .
O=C(CSC(=S)N1CCCC1)NCC(=O)Nc1ccc(F)c(F)c1
→ ? | .
O=C(Nc1ccccc1)Nc1ccc(Br)c(Cl)c1
→ ? | .
CN(Cc1ccccc1)C(=O)c1nc2ccccn2c1CNCCCOc1cccnc1
→ ? | .
NNC(=O)Cn1nc2n(c1=O)-c1ccccc1SC2
→ 8% | 16
O=C(CSc1nccn(-c2ccc(Br)cc2)c1=O)NCc1ccccc1
→ ? | .
Cc1cc(C(=O)Nc2ccc(Br)cc2)c2ccccc2n1
→ ? | .

Reprinted from the listing (six entries):
Values run as follows: Lipid storage S3 | Lipid storage S3 cell count max
CNC(=S)N1N=C(c2ccccc2)CC1c1ccc(Br)cc1 (centres undefined)
→ ? | .
CSc1ccc(Cl)c(C(=O)N(C)CC(=O)Nc2ccc(N3CCOCC3)cc2)c1
→ ? | .
O=C(CSC(=S)N1CCCC1)NCC(=O)Nc1ccc(F)c(F)c1
→ ? | .
O=C(Nc1ccccc1)Nc1ccc(Br)c(Cl)c1
→ ? | .
CN(Cc1ccccc1)C(=O)c1nc2ccccn2c1CNCCCOc1cccnc1
→ ? | .
NNC(=O)Cn1nc2n(c1=O)-c1ccccc1SC2
→ 8% | 16

Other entries
Values run as follows: Lipid storage S3 | Lipid storage S3 cell count max
CCCC(=O)Nc1ccc(Cl)c(NC(=O)CC)c1
→ 12% | 3
Cc1nn(CC(=O)O)c(C)c1NC(=O)c1cccs1
→ ? | .
Cc1ccc(O)c(C(=O)c2cc(C(=O)NCCc3ccccc3)c(=O)n(CCc3ccccc3)c2)c1
→ ? | .
OC[C@H](O)[C@H](O)[C@@H](O)[C@@H](O)[C@@H]1SC(c2ccccc2)=NN1c1ccccc1
→ ? | .
Cc1ccc(C(=O)Nc2ccc3c(c2)OCCO3)c(C)c1
→ 11% | 15
CCC(C)[C@H](NC(=O)[C@H](Cc1ccccc1)n1c(=O)[nH]c2ccccc2c1=O)C(=O)N1CCC[C@@H]1C(=O)O (some centres undefined)
→ ? | .
Cc1ccc(Nc2cc(C)nc3nnnn23)cc1
→ ? | .
CCOc1ccc(CN(CCC#N)C(=S)NC(=O)c2ccccc2)cc1
→ -16% | -8
O=C(c1ccc(Cl)cc1)N(Cc1ccccc1F)N1C(=O)CCCC1=O
→ i | -22
CCNS(=O)(=O)c1ccc2c(c1)n(C)c(=O)n2C
→ i | 30
CCn1nc(C)c(C2C(C#N)=C(N)OC3=C2C(=O)CC(C)(C)C3)c1C (centres undefined)
→ ? | .
COc1ccc(OC)c(S(=O)(=O)N2CCCC(C(=O)NCCN3CCOCC3)C2)c1 (centres undefined)
→ ? | .
Cc1ccc(OCC(=O)Nc2ccc(N3CCN(C(=O)c4ccc(C)cc4)CC3)cc2)cc1
→ ? | .
CCOC(=O)N/N=C(/C)c1cccc(-n2cnnn2)c1
→ ? | .
CCc1nnc(NC(=O)CSc2nnc(-c3ccc(O)cc3)n2C)s1
→ 15% | 1
CN1CCN(C(=O)CCc2ncc(C(F)(F)F)cc2Cl)CC1
→ ? | .
COC(=O)CC1c2cc(OC)c(OC)cc2CC(=O)c2cc(OC)c(OC)cc21 (centres undefined)
→ 23% | 12
CC(=O)Nc1ccc(Oc2cc(NC(C)=O)cc([N+](=O)[O-])c2)cc1
→ ? | .
COC(=O)c1ccc(CNS(=O)(=O)c2ccc3ccccc3c2)cc1
→ ? | .
CN(c1ncnc(N)c1[N+](=O)[O-])C1CCS(=O)(=O)C1 (centres undefined)
→ 9% | .

(next part)
Values run as follows: Lipid storage S3 | Lipid storage S3 cell count max
CCCn1nnc(NC(=O)COc2ccc(C3CCCCC3)cc2)n1
→ ? | .
O=C(NCC1CCCO1)c1cc(-c2ccncc2)nc2ccccc12 (centres undefined)
→ ? | .
CCOC(=O)[C@H]1[C@H]2COc3ccc(OC)cc3[C@@H]2N2C(=O)CN(Cc3ccc(OC)cc3)C(=O)[C@@]12C
→ ? | .
COc1ccccc1CNC(=O)COc1ccccc1C
→ ? | .
CC(OC(=O)CCC(=O)c1ccc(Cl)s1)C(=O)NC1(C#N)CCCCC1 (centres undefined)
→ ? | .
CNC(=O)CCCCCNS(=O)(=O)c1ccc(C)cc1
→ 5% | -1
CSc1nnc(C(C)(C)C)c(=O)n1/N=C/c1ccc(Cl)cc1
→ ? | .
Cc1ccccc1NC(=O)C1C2CCC(O2)C1C(=O)O (centres undefined)
→ 0% | 8
Oc1ccc2ccccc2c1C=NCc1ccccc1
→ ? | .
CCc1cc(C(=O)N(CC(C)C)c2c(N)n(Cc3ccccc3)c(=O)[nH]c2=O)sc1C
→ ? | .
Cc1ccc(-n2c(=O)cc(N3CCN(C(=O)c4ccco4)CC3)[nH]c2=O)cc1
→ -4% | 1
COc1ccc(NC(=O)c2ccc(NC(=O)c3cccs3)cc2)cc1
→ ? | .
COc1ccc(S(=O)(=O)Nc2cc(C)cc(C)n2)c2ccccc12
→ i | -7
CC(=O)Nc1cccc(NC(=O)c2cccc(-c3ccc(O)cc3)c2)c1
→ ? | .
N#C/C(C(=O)NCc1ccco1)=C1/SC=C(c2ccccc2)N1c1ccccc1
→ ? | .
O=S(=O)(c1cccc(Br)c1)N1CCN(CCc2ccccc2)CC1
→ -8% | -13
Nc1ncnc2c1ncn2C1OC(CO)C(O)C1O (centres undefined)
→ 3% | -22
O=C(O)c1ccc(NC(=O)c2ccc(COc3ccccc3)o2)cc1
→ i | .
COn1c(-c2ccc(Cl)cc2Cl)nc2ncccc21
→ ? | .
N=c1c2c3c(sc2nc2n1CCCCC2)CCCCC3
→ ? | .

(more compounds)
Values run as follows: Lipid storage S3 | Lipid storage S3 cell count max
c1ccc(CC2CCN(Cc3ccccn3)CC2)cc1
→ -5% | 1
Cc1ccc2nc(N3CCN(c4ccccc4)CC3)c(C=O)c(=O)n2c1
→ ? | .
N#C/C(=C\c1ccccc1OCC(=O)O)c1nc2ccccc2[nH]1
→ -13% | .
Nc1nc(Br)c2ccccc2c1-c1ccccc1
→ ? | .
O=C(N/N=C/c1sc(=O)[nH]c1-[n+]1ccc2ccccc2c1)c1ccccc1[O-]
→ ? | .
O=C(O)c1ccc(Nc2cccc(F)c2)c([N+](=O)[O-])c1
→ i | .
COc1ccc(S(=O)(=O)N2CCOC2CNC(=O)C(=O)NCCCc2ccccc2)cc1 (centres undefined)
→ ? | .
Cc1cc(NC(=O)c2cc(-c3cccc(OCC(C)C)c3)nc3ccccc23)no1
→ ? | .
O=C(c1ccc2c(c1)CCN2S(=O)(=O)c1ccccc1)N1CCN(c2ccc(F)cc2)CC1
→ i | 2
O=C(N/N=C1\CCS(=O)(=O)c2ccc(F)cc21)c1ccc([N+](=O)[O-])cc1
→ 6% | -8
CCOc1ccccc1NC(=O)NCc1ccco1
→ 1% | -5
Cc1ccc(C(C)C)c(OCCCN2CC(C)OC(C)C2)c1 (centres undefined)
→ ? | .
CCc1c(C)c(C#N)c2nc3ccccc3n2c1Cl
→ 0% | -1
Cc1ccc(OCC(=O)c2ccc3c(c2)CCCC3)cc1C
→ 3% | 1
COc1ccc(C(CNC(=O)c2cc3c(s2)CCCC3)N2CCOCC2)cc1 (centres undefined)
→ i | .
O=C(CSc1ccc(-c2ccc(F)cc2)nn1)NCc1ccco1
→ 0% | 0
COc1cccc(C(=O)N2CCN(Cc3ccccc3Br)CC2)c1
→ ? | .
Cc1nn(-c2ccccc2)c(C)c1C=O
→ ? | .
C=CCc1cccc(C2Nc3ccccc3C(=O)N2O)c1O (centres undefined)
→ ? | .
